RGS8-Gao: regulators of human RGS8-Galphao interaction; multiplexed bead flow cytometry, RGS8-Galphao binding; actives lie on both sides; response (percent of control binding), % at 10 µM; hit rate 0.34% among 220,000; AID 1423; in the data active = response below about 60% or above about 140%; inactive = in between;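 also: Galphao activated as the GDP aluminium fluoride complex binding bead-coupled RGS8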
RGS7-Gao: modulates binding of RGS7 to human Galphao; P09471; Multiplexed bead flow cytometry; actives lie on both sides; binding response (% of control), % at 10 µM; hit rate 0.35% among 220,000; in the data active = binding response below about 49% or above about 150%; inconclusive = no clear call, values can overlap the other calls; inactive = in between;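 also: fluorescent Galphao held in activated GDP-AlF4 state binding bead-coupled RGS7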
Bim-Bcl-W: disrupts Bim peptide binding to human Bcl-W; bead-based flow cytometry; inhibition, % at 10 µM; hit rate 0.02% among 190,000; AID 952; Q92843;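 also: 0% = bound tracer without compound and 100% = peptide blocker; higher means less fluorescent Bim peptide bound to Bcl-W beads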
Mcl1 Bid PPI: disrupts binding of human Mcl-1 to Bid peptide. Q07820. TR-FRET Mcl-1/Bid-Dy647 peptide binding, 1536-well. inhibition, % at 21.7 µM. hit rate 0.97% among 220,000. AID 1021;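 active = compounds that cut the binding signal by more than half at the single screening dose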;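 also: His-tagged Mcl-1 with europium anti-His antibody binding Bid BH3 peptide; 0% = Mcl-1 plus peptide wells and 100% = peptide-only wells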
RGS4-Gao reg: modulates binding of RGS4 to human Galphao. P09471. Multiplexed bead flow cytometry; actives lie on both sides. binding response (% of control), % at 10 µM. hit rate 0.33% among 220,000; in the data active = binding response below about 49% or above about 150%; inactive = in between;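 also: fluorescent Galphao activated with aluminum fluoride binding bead-coupled RGS4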
Bim-Bcl-XL: disrupts Bim peptide binding to human Bcl-XL. Q07817. bead flow cytometry, fluorescence. inhibition, % at 10 µM. hit rate 0.04% among 190,000. AID 1007
Target sequence (Q07817 whole entry, looked up): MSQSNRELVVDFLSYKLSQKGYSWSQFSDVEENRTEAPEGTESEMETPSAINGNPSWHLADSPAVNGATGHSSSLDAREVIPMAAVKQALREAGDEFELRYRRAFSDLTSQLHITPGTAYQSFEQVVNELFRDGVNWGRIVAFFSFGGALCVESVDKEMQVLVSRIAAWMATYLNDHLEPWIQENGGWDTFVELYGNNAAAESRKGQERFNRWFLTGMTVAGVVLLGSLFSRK
Mcl1 Noxa PPI: Mcl-1/Noxa interaction inhibition | TR-FRET Mcl-1/Noxa peptide binding, 2 h | inhibition, % at 21.7 µM | hit rate 1.5% among 220,000 | AID 1022;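 active = compounds that cut the protein-peptide binding signal by more than 50% relative to plate controls in a single-dose test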;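 also: His-tagged Mcl-1 with rhodamine Noxa BH3 peptide and terbium anti-His antibody; 0% = Mcl-1 plus Noxa peptide wells and 100% = peptide-only wells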
Bim-Bfl-1: disrupts Bim binding to human Bfl-1; Q16548; hit rate 0.12% among 190,000; Bead-based flow cytometry, Bim-Bfl-1 binding inhibition; inhibition, % at 10 µM;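 also: 0% = wells without compound plus tracer and 100% = blocker peptide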
Bcl-B Bim block: inhibitors of Bim-Bcl-B interaction, human; Q9HD36; bead-based flow cytometry, Bim peptide-Bcl-B binding; inhibition, % at 10 µM; hit rate 0.073% among 190,000; AID 951;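 also: 0% = tracer peptide without compound and 100% = reference inhibitor peptide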
Target sequence (Q9HD36 whole entry, looked up): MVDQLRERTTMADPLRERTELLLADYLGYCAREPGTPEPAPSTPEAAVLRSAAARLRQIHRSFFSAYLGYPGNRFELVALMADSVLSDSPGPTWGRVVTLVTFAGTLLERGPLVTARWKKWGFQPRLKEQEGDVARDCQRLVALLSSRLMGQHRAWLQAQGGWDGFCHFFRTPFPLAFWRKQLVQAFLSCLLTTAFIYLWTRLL
Mcl-1 Bim block: disrupts Bim peptide binding to human Mcl-1; inhibition, % at 10 µM; hit rate 0.1% among 190,000; Bead-based flow cytometry, Bim peptide-Mcl-1 binding; AID 1009; Q07820;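 also: 0% = no compound tracer wells and 100% = peptide blocker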
Bim-Bcl-2: disrupts Bim peptide binding to human Bcl-2 | Bead-based flow cytometry, Bim peptide-Bcl-2 binding | AID 950 | hit rate 0.06% among 190,000 | inhibition, % at 10 µM; in the data active = inhibition above about 40%; inconclusive = no clear call, values can overlap the other calls;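 also: 0% = no compound wells with probe peptide and 100% = reference peptide inhibitor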
Target sequence (P10415 whole entry, looked up): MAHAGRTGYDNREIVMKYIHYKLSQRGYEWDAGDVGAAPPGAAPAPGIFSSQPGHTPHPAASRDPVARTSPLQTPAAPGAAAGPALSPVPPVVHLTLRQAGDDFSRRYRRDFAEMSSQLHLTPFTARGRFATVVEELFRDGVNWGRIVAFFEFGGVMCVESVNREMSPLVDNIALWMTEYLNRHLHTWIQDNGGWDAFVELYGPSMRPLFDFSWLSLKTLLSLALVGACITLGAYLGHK
Numbers without * were called inactive; ? = inconclusive; · = not tested or not shown. Rule as the data show it, unless noted: active = inhibition above about 40%.

Start of the data: the first seven compounds as a preview:
SMILES | RGS8-Gao | RGS7-Gao | Bim-Bcl-W | Mcl1 Bid PPI | RGS4-Gao reg | Bim-Bcl-XL | Mcl1 Noxa PPI | Bim-Bfl-1 | Bcl-B Bim block | Mcl-1 Bim block | Bim-Bcl-2
CCN1c2ccc(S(=O)(=O)N3CCOCC3)cc2N(Cc2ccc(OC)cc2)C1C (configuration not stated) | 58.7* | 49.9* | -2.0 | -19.9 | 48.4* | -2.0 | -3.2 | -10.0 | -6.0 | -1.0 | -5.0
COc1cccc(OC)c1C(=O)NNC(=O)c1cccc(COc2ccc3c(c2)CCC3)c1 | 108.2 | 105.7 | 0.0 | -10.4 | 107.2 | 0.0 | 8.6 | -10.0 | -8.0 | 0.0 | -7.0
CCN1CCCC1CNCc1cccc(OC)c1OCc1ccccc1F (configuration not stated) | 98.4 | 103.1 | 4.0 | 17.8 | 106.3 | 0.0 | 33.9 | 0.0 | 0.0 | -1.0 | -3.0
CCC(C)NC(=O)COc1ccc(S(=O)(=O)N2CCOCC2)cc1 (configuration not stated) | 99.1 | 95.0 | -1.0 | -13.4 | 89.7 | -4.0 | -5.5 | -4.0 | -3.0 | 0.0 | 0.0
COc1ccccc1OCC(=O)NCC1CCCCC1 | 99.4 | 98.6 | -1.0 | -13.1 | 106.0 | -3.0 | 7.0 | -2.0 | -2.0 | -2.0 | 0.0
CN(C)C(CNC(=O)C1CCCN(C(=O)c2ccc(Cl)cc2)C1)c1ccco1 (configuration not stated) | 103.1 | 103.1 | -2.0 | -37.7 | 100.1 | -6.0 | -6.6 | -14.0 | -7.0 | -1.0 | -11.0
COc1ccccc1N1CCN(C(=O)c2ccc([N+](=O)[O-])s2)CC1 | 101.7 | 103.5 | -7.0 | -21.1 | 100.4 | -8.0 | 4.6 | -4.0 | -6.0 | -6.0 | -5.0

The list itself, repeating the preview:
SMILES | RGS8-Gao | RGS7-Gao | Bim-Bcl-W | Mcl1 Bid PPI | RGS4-Gao reg | Bim-Bcl-XL | Mcl1 Noxa PPI | Bim-Bfl-1 | Bcl-B Bim block | Mcl-1 Bim block | Bim-Bcl-2
CCN1c2ccc(S(=O)(=O)N3CCOCC3)cc2N(Cc2ccc(OC)cc2)C1C (configuration not stated) | 58.7* | 49.9* | -2.0 | -19.9 | 48.4* | -2.0 | -3.2 | -10.0 | -6.0 | -1.0 | -5.0
COc1cccc(OC)c1C(=O)NNC(=O)c1cccc(COc2ccc3c(c2)CCC3)c1 | 108.2 | 105.7 | 0.0 | -10.4 | 107.2 | 0.0 | 8.6 | -10.0 | -8.0 | 0.0 | -7.0
CCN1CCCC1CNCc1cccc(OC)c1OCc1ccccc1F (configuration not stated) | 98.4 | 103.1 | 4.0 | 17.8 | 106.3 | 0.0 | 33.9 | 0.0 | 0.0 | -1.0 | -3.0
CCC(C)NC(=O)COc1ccc(S(=O)(=O)N2CCOCC2)cc1 (configuration not stated) | 99.1 | 95.0 | -1.0 | -13.4 | 89.7 | -4.0 | -5.5 | -4.0 | -3.0 | 0.0 | 0.0
COc1ccccc1OCC(=O)NCC1CCCCC1 | 99.4 | 98.6 | -1.0 | -13.1 | 106.0 | -3.0 | 7.0 | -2.0 | -2.0 | -2.0 | 0.0
CN(C)C(CNC(=O)C1CCCN(C(=O)c2ccc(Cl)cc2)C1)c1ccco1 (configuration not stated) | 103.1 | 103.1 | -2.0 | -37.7 | 100.1 | -6.0 | -6.6 | -14.0 | -7.0 | -1.0 | -11.0
COc1ccccc1N1CCN(C(=O)c2ccc([N+](=O)[O-])s2)CC1 | 101.7 | 103.5 | -7.0 | -21.1 | 100.4 | -8.0 | 4.6 | -4.0 | -6.0 | -6.0 | -5.0
Cn1c(/C(C#N)=C(\O)c2ccc(S(=O)(=O)N3CCCCC3)cc2)nc2ccccc21 | 97.1 | 104.7 | 0.0 | 3.0 | 103.0 | 1.0 | 5.5 | 2.0 | -1.0 | 0.0 | -2.0
COc1cc(C2SCC(=O)N2CCCN(C)C)cc(OC)c1OC (configuration not stated) | 99.3 | 100.3 | -2.0 | -0.7 | 101.0 | -3.0 | 22.7 | -17.0 | -7.0 | -3.0 | -11.0
O=C(N/N=C/c1c[nH]c2ccc(Br)cc12)c1ccn(Cc2ccc(Cl)cc2Cl)n1 | 100.0 | 96.7 | 1.0 | -7.6 | 90.9 | -2.0 | 6.4 | -4.0 | -2.0 | -1.0 | -4.0
CC(C)(CC(=O)O)CC(=O)NNc1ncccc1C#N | 103.2 | ? | · | -5.9 | 106.5 | · | -17.8 | · | · | · | ·
Cc1ccccc1N1C(S)=C(C#N)C(=O)NC1c1cccs1 (configuration not stated) | 94.0 | 95.1 | -1.0 | -18.2 | 96.8 | -9.0 | 6.0 | -11.0 | -10.0 | 0.0 | -11.0
O=C(C1CCC(CNS(=O)(=O)c2cccc3nsnc23)CC1)N1CCN(c2ccccn2)CC1 (configuration not stated) | 102.1 | 100.1 | 0.0 | -2.0 | 100.9 | -2.0 | 21.0 | -1.0 | -1.0 | 0.0 | 0.0
CCCOn1c(OCC(C)C)nc2ccccc2c1=O | 102.9 | 100.9 | 4.0 | 5.7 | 102.5 | 0.0 | 8.4 | -11.0 | -4.0 | -2.0 | -9.0
COc1ccc(Oc2nc3c(c(=O)n(C)c(=O)n3C)n2Cc2cccc(OC)c2)cc1 | 103.7 | 96.2 | 4.0 | · | 94.2 | 1.0 | · | -2.0 | 0.0 | 11.0 | 3.0
Cc1ccccc1N1CCN(Cc2cccc(C(=O)O)c2)CC1 | 101.2 | 97.8 | -5.0 | -16.4 | 100.3 | -7.0 | 4.7 | -19.0 | -12.0 | -4.0 | -9.0
CCC(=O)NC(=S)Nc1ccc(NC(=O)c2ccc(OC)cc2)cc1 | 101.4 | 100.1 | -5.0 | -6.8 | 104.1 | -8.0 | 0.5 | -23.0 | -9.0 | -5.0 | -10.0
CCN(CC)C(=O)CN1C(=O)COCC1=O | 100.0 | 97.8 | 0.0 | -33.7 | 97.8 | -7.0 | 13.4 | -17.0 | -6.0 | -2.0 | -7.0
Cc1cc(C)c(S(=O)(=O)N2CCN(c3ccc([N+](=O)[O-])c(NCC4CCCO4)c3)CC2)c(C)c1 (configuration not stated) | 115.6 | 99.4 | 2.0 | 9.4 | 95.5 | 2.0 | 4.3 | 2.0 | 0.0 | 2.0 | 0.0
O=C(CSCc1ccccc1Br)N/N=C/c1ccccc1C(=O)O | 99.6 | 100.9 | 3.0 | -38.2 | 97.2 | 0.0 | 14.1 | 8.0 | 10.0 | 0.0 | 5.0

Source: PubChem
